# Source: PubChem
# PAFAH1B2 inh – blocks human PAF acetylhydrolase 1b catalytic subunit 2; inhibition, % at 3.39 µM; actives 1.2% (n = 340,000); P68402; recombinant PAFAH1B2, FP-rhodamine activity probe, fluorescence polarization; AID 492953;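 active = inhibition above the mean of all tested compounds plus 3 SD, cut at about 24% in these data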;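 also: 0% = enzyme with DMSO and 100% = wells lacking PAFAH1B2; many of its hits are not listed in these tables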
# LYPLA2 inh – counter-screen for PME1 inhibitors: inhibitors of human LYPLA2; AID 2177; recombinant LYPLA2, FP-Rh probe fluorescence polarization; inhibition, % at 5.9 µM; actives 0.38% (n = 320,000);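 active = inhibition above the screen-wide mean plus 3 SD, limit set per campaign, cut at about 26% in these data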;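 also: 0% = LYPLA2 with DMSO and 100% = wells lacking LYPLA2 enzyme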
# PREPL inh – inhibitors of human prolyl oligopeptidase-like enzyme PREPL. Q4J6C6. recombinant PREPL, fluorescence polarization activity-based probe. inhibition, % at 5.96 µM. actives 0.68% (n = 320,000). AID 2751; in the data active = inhibition above about 43%;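 also: 0% = enzyme with DMSO and 100% = wells lacking enzyme; many of its hits are not listed in these tables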
# Target sequence (Q4J6C6 whole entry, looked up): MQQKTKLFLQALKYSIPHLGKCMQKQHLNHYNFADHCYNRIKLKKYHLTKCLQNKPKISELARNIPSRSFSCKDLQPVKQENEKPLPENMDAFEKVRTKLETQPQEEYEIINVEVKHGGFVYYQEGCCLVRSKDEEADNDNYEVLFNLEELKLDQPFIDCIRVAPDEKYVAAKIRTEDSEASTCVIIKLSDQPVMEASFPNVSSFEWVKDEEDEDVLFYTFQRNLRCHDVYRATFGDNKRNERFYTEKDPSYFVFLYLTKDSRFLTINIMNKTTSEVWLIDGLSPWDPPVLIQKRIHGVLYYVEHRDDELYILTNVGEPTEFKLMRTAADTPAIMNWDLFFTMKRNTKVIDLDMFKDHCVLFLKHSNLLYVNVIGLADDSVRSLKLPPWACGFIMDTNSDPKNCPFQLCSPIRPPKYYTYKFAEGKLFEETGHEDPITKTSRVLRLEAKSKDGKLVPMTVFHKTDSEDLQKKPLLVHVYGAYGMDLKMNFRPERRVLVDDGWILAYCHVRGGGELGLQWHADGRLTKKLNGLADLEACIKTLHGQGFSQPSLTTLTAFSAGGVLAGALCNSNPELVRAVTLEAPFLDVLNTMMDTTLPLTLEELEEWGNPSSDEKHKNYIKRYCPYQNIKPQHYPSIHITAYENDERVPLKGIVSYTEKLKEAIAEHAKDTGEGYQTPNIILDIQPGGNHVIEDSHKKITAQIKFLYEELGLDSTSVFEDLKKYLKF
# LYPLA1 counter – LYPLA1 (human) inhibition in PME1 counter-screen | O75608 | recombinant LYPLA1, FP-Rh probe fluorescence polarization | inhibition, % at 5.9 µM | actives 0.16% (n = 320,000) | AID 2174;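 active = inhibition above the mean of all tested compounds plus 3 SD, set per campaign, cut at about 14% in these data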;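 also: inhibitors block serine hydrolase probe labeling of LYPLA1 so polarization falls; 0% = enzyme with DMSO and 100% = wells lacking LYPLA1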
# PAD4 inh – blocks human protein arginine deiminase 4; Q9UM07; recombinant PAD4, RCA probe fluorescence polarization; inhibition, % at 6.36 µM; actives 0.41% (n = 330,000);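 active = percent inhibition above a cutoff equal to the mean of all tested compounds plus 3 SD, cut at about 15% in these data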;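 also: 0% = PAD4 with RCA probe and DMSO and 100% = probe without PAD4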
# pPAFAH FP inh – inhibitors of human plasma PAF acetylhydrolase (pPAFAH) | Q13093 | recombinant pPAFAH, FP-rhodamine probe fluorescence polarization | inhibition, % at 3.39 µM | actives 1.5% (n = 330,000);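 active = inhibition above the mean inhibition across the screen plus 3 SD, cut at about 25% in these data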;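 also: inhibitors block binding of the rhodamine activity-based probe so polarization drops; 0% = enzyme with DMSO and 100% = wells lacking pPAFAH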
# GSTO1 counter – counter-screen for RBBP9 inhibitors: inhibitors of human GSTO1 | recombinant GSTO1, activity-based probe fluorescence polarization | inhibition, % at 5.96 µM | actives 1.1% (n = 300,000);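 active = inhibition above the campaign mean inhibition plus 3 SD, cut at about 35% in these data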;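 also: 0% = GSTO1-1 with DMSO and 100% = wells lacking GSTO1-1 enzyme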
# PAFAH1B3 FP inh – inhibitors of human PAFAH1B3. Q15102. recombinant PAFAH1B3, FP-rhodamine probe, fluorescence polarization. inhibition, % at 3.39 µM. actives 0.28% (n = 340,000). AID 492972;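 active = inhibition above the screen-wide average of all tested compounds plus 3 SD, cut at about 25% in these data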;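 also: 0% = enzyme with DMSO only and 100% = wells lacking PAFAH1B3 protein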
# Target sequence (Q15102 whole entry, looked up): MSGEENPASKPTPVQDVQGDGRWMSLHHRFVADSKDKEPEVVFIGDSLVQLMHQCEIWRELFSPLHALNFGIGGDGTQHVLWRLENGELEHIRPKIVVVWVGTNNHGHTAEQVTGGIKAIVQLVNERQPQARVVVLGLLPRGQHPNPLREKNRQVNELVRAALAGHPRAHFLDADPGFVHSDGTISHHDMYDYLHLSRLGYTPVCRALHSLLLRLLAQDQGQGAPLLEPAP
# PAFAH2 inh – PAFAH2 (human) inhibition | recombinant PAFAH2, FP-rhodamine activity probe, fluorescence polarization | Q99487 | actives 0.99% (n = 340,000) | inhibition, % at 3.39 µM;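 active = inhibition above the mean over all tested compounds plus 3 SD, cut at about 30% in these data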;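 also: inhibitors block probe labeling of enzyme so polarization drops; 0% = enzyme with DMSO and 100% = wells lacking PAFAH2 protein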
# * = called active by the depositor; · = not tested or not shown. A portion of the library, so the mix of outcomes need not match the whole.
mol	PAFAH1B2 inh	LYPLA2 inh	PREPL inh	LYPLA1 counter	PAD4 inh	pPAFAH FP inh	GSTO1 counter	PAFAH1B3 FP inh	PAFAH2 inh
O=C1NC2(CCCCO2)CO1 (configuration not stated)	-3	-3	-6	1	-5	-2	-6	2	-6
CCOC(=O)c1c(N)sc(C(=O)N2CCCCC2)c1C	2	3	-2	3	1	2	-5	1	5
CCC(=O)Nc1ccccc1C(=O)OC(c1ccccc1)c1ccccc1	5	-1	13	0	4	5	1	0	-5
CN(C)C(=O)CSc1nc2ccccc2n1Cc1ccccc1	1	-4	4	-2	-1	8	3	-6	-1
Cc1ccc(-c2ccnc3c(Br)c(C)nn23)cc1	5	1	-1	0	-7	2	4	0	-2
Oc1ccc(Br)cc1/C=N/N1CCN(Cc2ccccc2)CC1	-3	4	-1	-1	-3	6	6	-1	5
CCc1cn(S(=O)(=O)c2ccccc2OC)nc1N	0	7	13	1	-1	5	5	-1	6
Cc1nc(N2CCN(c3ccccn3)CC2)c2c(C)c(C(=O)N3CCN(c4ccccc4F)CC3)sc2n1	-2	-20	-25	-9	6	0	6	7	1
CN(C(=O)COC(=O)c1cc2ccccc2cc1O)C1CCCCC1	3	-4	19	-4	-2	6	·	5	9
O=C(C[n+]1ccccc1)N/N=C/c1ccccc1C(F)(F)F	2	-3	-1	-1	3	0	-7	8	-3
OCCNCCOCCOc1ccccc1-c1ccccc1	4	1	-3	0	-2	-3	1	-2	-4
COc1ccc(CN2CCOCC2)c(C)c1C	-1	-3	0	-2	-1	6	0	4	-4
O=C(NC1CCN(C(=O)c2cccc([N+](=O)[O-])c2)CC1)c1ccccc1	-1	4	6	3	2	0	-4	12	3
CCOc1ccc(S(=O)(=O)N2CCN(C(=O)c3ccncc3)CC2)cc1	5	4	20	-3	-5	-8	8	4	0
CC(C)C[C@H](NC(=O)[C@@H](Cc1ccccc1)n1c(=O)[nH]c2ccccc2c1=O)C(=O)N[C@@H](Cc1ccccc1)C(=O)O	-3	1	1	5	2	7	4	2	3

# A second format for some results above:
# Values in the order: PAFAH1B2 inh | LYPLA2 inh | PREPL inh | LYPLA1 counter | PAD4 inh | pPAFAH FP inh | GSTO1 counter | PAFAH1B3 FP inh | PAFAH2 inh
COc1ccc(CN2CCOCC2)c(C)c1C
    -1 | -3 | 0 | -2 | -1 | 6 | 0 | 4 | -4
O=C(C[n+]1ccccc1)N/N=C/c1ccccc1C(F)(F)F
    2 | -3 | -1 | -1 | 3 | 0 | -7 | 8 | -3

# Among those listed so far, these contain a thiophene ring, fused or not.
mol	PAFAH1B2 inh	LYPLA2 inh	PREPL inh	LYPLA1 counter	PAD4 inh	pPAFAH FP inh	GSTO1 counter	PAFAH1B3 FP inh	PAFAH2 inh
CCOC(=O)c1c(N)sc(C(=O)N2CCCCC2)c1C	2	3	-2	3	1	2	-5	1	5
Cc1nc(N2CCN(c3ccccn3)CC2)c2c(C)c(C(=O)N3CCN(c4ccccc4F)CC3)sc2n1	-2	-20	-25	-9	6	0	6	7	1

# More structures
mol	PAFAH1B2 inh	LYPLA2 inh	PREPL inh	LYPLA1 counter	PAD4 inh	pPAFAH FP inh	GSTO1 counter	PAFAH1B3 FP inh	PAFAH2 inh
O=C(Nc1ccc([N+](=O)[O-])c(NC(=O)c2cccnc2)c1)c1cccnc1	5	1	-5	1	-1	1	-2	-3	-1
O=C(CSc1ncnc2sc3c(c12)CCCC3)NC1CCS(=O)(=O)C1 (configuration not stated)	2	·	12	·	-2	8	·	2	3
O=[N+]([O-])c1ccc(Cc2nnc(-c3ccc(F)cc3)o2)cc1	4	5	6	5	1	11	7	9	2
CCCCn1c(N)c(N(CC(C)C)C(=O)c2ccc(Cl)c(S(=O)(=O)N3CCCC3)c2)c(=O)[nH]c1=O	-3	-2	15	5	-7	-2	8	-3	0
Cc1ccc(-c2nn(C(C)(C)C)c3ncnc(NS(=O)(=O)c4ccc([N+](=O)[O-])cc4)c23)cc1	2	-1	10	-1	1	2	-1	1	-2
O=C(N/N=C/c1cc(Cl)cc([N+](=O)[O-])c1O)NC12CC3CC(CC(C3)C1)C2	59*	3	7	3	-3	10	1	22	53*
CCc1cc2c(cc3c(=O)n(CC(=O)NCCCN(CC)CC)nc(CC)n32)s1	5	8	-1	3	-2	7	3	-2	-2
O=C(NCC1CCCO1)C(=O)N/N=C/c1ccccc1C(=O)O (configuration not stated)	2	1	11	0	4	-1	9	3	2
COC(=O)c1c(C)[nH]c(C(=O)OCC(=O)N2c3ccccc3NC(=O)C2(C)C)c1C	-3	0	1	-1	-4	1	4	8	-3
CCCCC(O)(CCCC)C(=O)NN(C(=O)OC)c1ccccc1	4	8	7	1	-3	6	1	-4	-4
O=C(CSc1nc(O)c(C2CCCCC2)c(=O)[nH]1)N1CCOCC1	-2	6	1	2	3	0	8	2	-1
O=C(NC1CC2CCCC(C1)N2C(=O)Nc1cccc(F)c1)C1CC1 (configuration not stated)	6	5	-2	-1	-1	4	-1	8	6
O=C(NCc1ccccn1)c1ccc(OC2CCN(Cc3ccc(Cl)s3)CC2)cc1	5	8	-9	0	0	6	-3	7	1
Cc1ccc(-n2cc(CN(C)CCc3cn[nH]c3)c(-c3cccc(C)c3)n2)cc1	-3	-3	-6	-7	-8	7	2	-6	6
C/C(=N\NC(=O)c1ccc(CSc2nncn2C)cc1)c1ccc(Cl)cc1	2	0	-2	-1	-2	4	-1	6	-6

# Entries from the list above with a COOH group:
mol	PAFAH1B2 inh	LYPLA2 inh	PREPL inh	LYPLA1 counter	PAD4 inh	pPAFAH FP inh	GSTO1 counter	PAFAH1B3 FP inh	PAFAH2 inh
CC(C)C[C@H](NC(=O)[C@@H](Cc1ccccc1)n1c(=O)[nH]c2ccccc2c1=O)C(=O)N[C@@H](Cc1ccccc1)C(=O)O	-3	1	1	5	2	7	4	2	3
O=C(NCC1CCCO1)C(=O)N/N=C/c1ccccc1C(=O)O (configuration not stated)	2	1	11	0	4	-1	9	3	2

# Further records follow.
mol	PAFAH1B2 inh	LYPLA2 inh	PREPL inh	LYPLA1 counter	PAD4 inh	pPAFAH FP inh	GSTO1 counter	PAFAH1B3 FP inh	PAFAH2 inh
CCOC(=O)c1cccc(OCC(O)CNCCOc2ccccc2F)c1 (configuration not stated)	0	1	-15	4	-4	6	6	-3	-4
Cc1ccc(NC(=O)C2OCCc3ccccc32)cc1 (configuration not stated)	7	-1	0	-5	-2	5	4	-1	-4
CC1(C#CC[N+]2(C)CCCCC2)CCC2C(O1)c1ccccc1OC2(C)C (configuration not stated)	-5	7	15	0	0	1	22	5	-8
C[C@@H](C(=O)N1CCN(C(=O)OC(C)(C)C)CC1)n1cc(CCC(=O)O)nn1	2	-2	-8	-2	-1	5	2	8	-1
COc1c(O)c(O)c2oc(-c3ccccc3)cc(=O)c2c1OC	4	-3	8	-1	-11	19	20	11	0
Cc1cc(N2CCN(S(=O)(=O)c3ccc(Cl)c(Cl)c3)CC2)c2ccccc2n1	5	-7	-26	-8	-3	6	0	5	-5
COc1ccc(-c2nn(-c3ccccc3)cc2C(=O)Nc2nc(CC(C)=O)ns2)cc1	-14	-44	4	-24	3	-24	-31	-27	-37
CCn1c(CNC(=O)c2ccccc2)nnc1SCC(=O)N1CCN(c2ccccc2)CC1	1	2	3	1	3	-1	-2	2	-5
O=c1nc(Nc2ccc([N+](=O)[O-])cc2)[nH]c(=O)[nH]1	0	2	-8	2	0	2	-1	8	-1
CC1CC1c1ccc(/C=C(\C#N)C(=O)Nc2ccc(Cl)cc2)o1 (configuration not stated)	-1	-20	0	-16	5	-5	-2	-6	-13
COc1ccc2nc(NCc3cccnc3)sc2c1	10	4	1	8	3	5	3	4	-7
Cc1ccc(C(=O)N/C(=C\c2ccc(-c3ccccc3[N+](=O)[O-])o2)C(=O)NCCCN(C)C)cc1	3	12	30	2	-11	11	44*	1	3
COc1ccc(Cl)cc1NC(=O)N1CCN(C2CCCCC2)CC1	5	6	6	0	3	3	3	3	0
NS(=O)(=O)c1ccc(CCNC(=O)CNCCc2ccccc2)cc1	2	4	5	2	-8	-1	2	4	-6
CCc1nnc(NC(=O)C2CCCN2C(=O)Nc2ccccc2)s1 (configuration not stated)	1	-2	-8	-4	-4	-1	9	0	5

# Fetched one by one from the list above:
mol	PAFAH1B2 inh	LYPLA2 inh	PREPL inh	LYPLA1 counter	PAD4 inh	pPAFAH FP inh	GSTO1 counter	PAFAH1B3 FP inh	PAFAH2 inh
Cc1ccc(NC(=O)C2OCCc3ccccc32)cc1 (configuration not stated)	7	-1	0	-5	-2	5	4	-1	-4
O=c1nc(Nc2ccc([N+](=O)[O-])cc2)[nH]c(=O)[nH]1	0	2	-8	2	0	2	-1	8	-1

# Carrying on:
mol	PAFAH1B2 inh	LYPLA2 inh	PREPL inh	LYPLA1 counter	PAD4 inh	pPAFAH FP inh	GSTO1 counter	PAFAH1B3 FP inh	PAFAH2 inh
C(=N/Nc1cc(N2CCOCC2)nc(N2CCOCC2)n1)/c1ccccc1	-2	4	8	1	0	3	3	-5	-1
COc1ccccc1CNC(=O)COC(=O)COc1ccccc1F	2	-1	13	-3	-4	8	·	-2	3
O=C(CNC(=O)COc1ccccc1)NCCc1ccccn1	-1	-2	1	-6	0	9	-3	-1	5
CC(=O)c1ccc(Nc2cc(C)nc3ccccc23)cc1	4	6	14	2	1	4	-4	1	-3
O=C(Nc1cccc(C(F)(F)F)c1)C1CCCN(c2ncccn2)C1 (configuration not stated)	6	4	5	-1	1	3	2	4	15
COc1ccc(N(CN2C(=O)C3CC=CCC3C2=O)C(=O)c2ccco2)cc1 (configuration not stated)	2	-1	-6	1	-2	-1	-1	0	15
COc1ccc(C(CNC(=O)C2CCN(S(=O)(=O)c3ccc(F)cc3)CC2)N(C)C)cc1 (configuration not stated)	4	-1	-4	1	0	9	-1	-2	-5
COc1ccc(-c2cn(-c3ccc(C)cc3)c(=O)n2CC(=O)Nc2ccc(OC)c(OC)c2)cc1	3	2	-3	-2	-2	8	1	2	-2
COCc1c(CCl)cnc(C)c1O	9	7	-8	5	-2	3	11	11	0
Cc1[nH]n(-c2ccc(Cl)cc2)c(=O)c1N=Nc1cccnc1	7	1	19	0	-2	0	19	8	4
